UHRF1 MBD2 ctr: UHRF1 methyl-DNA binding inhibition; Q96T88; UHRF1 binding to methylated oligo, TR-FRET; inhibition, % at 4.4 µM; 370,000 tested, 0.75% active; AID 687016; in the data active = inhibition above about 21%;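 note: UHRF1 SRA domain binding a hemimethylated CpG hairpin DNA probe; 0% = median of test compound wells and 100% = reference inhibitor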
ARFGAP1 inh: inhibits rat ARF GTPase activating protein 1; Q62848; Arfgap1-stimulated ARF1 GTP hydrolysis, GDP FP detection; inhibition, % at 16.5 µM; 360,000 tested, 0.26% active;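 active = inhibition above a per-plate limit, mean inhibition of low control wells plus 3 SD, cut at about 25% in these data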;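 note: 0% = DMSO wells with enzyme and 100% = wells lacking Arfgap1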
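material = rat Arfgap1 catalytic domain, aa 1-136 | also added = human ARF1(Δ1-17)-GTP substrate | compound dosing = one concentration, 16.5 µM, DMSO 1.26% | times = GTP hydrolysis reaction 2 h at 25 °C | measured by = FP, GDP Alexa 633 tracer displaced from anti-GDP antibody, 620/688 nm | evaluation = percent inhibition of Arfgap1-stimulated GTP hydrolysis | replication = single well per compound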
DDE Tn7 FP inh: inhibitors of Tn7 peptide binding to human fibrin DD(E) | inhibition, % at 8.3 µM | AID 720508 | FP displacement of FITC-Tn7 peptide from fibrin DD(E); 0% = median of compound wells per plate | 370,000 tested, 0.13% active;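 active = inhibition above the mean of compounds falling within the control limits plus 3 SD of them, cut at about 14% in these data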;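 note: 0% = plate median of compound wells and 100% = 10 µM Aha-Tn7 peptide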
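Test system: human clot-derived fibrin DD(E) complex / Quantity: 2 µM final DD(E) protein / Incubation: 10 min plus 3 h, room temperature / Measured by: fluorescence polarization / Benchmarks: high control of 10 µM Aha-Tn7 peptide / Replicates: singlicate testing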
DDE Tn6 FP inh: DD(E)-Tn6 binding inhibition, primary FP screen; Fibrin DD(E) TRITC-Tn6 fluorescence polarization displacement; inhibition, % at 8.3 µM; 370,000 tested, 0.21% active;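 active = inhibition above a per-campaign cutoff: mean of compounds within control limits plus 3 SD, cut at about 15% in these data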;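 note: 0% = median of all compound wells on the plate and 100% = blocking peptide control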
ADAM17 inh: ADAM17 inhibition, QFRET primary screen | P78536 | recombinant ADAM17, EDANS/DABCYL FRET peptide cleavage | inhibition, % at 6.95 µM | 370,000 tested, 0.83% active | AID 720648;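 active = inhibition above the mean of compounds lying between control limits plus 3 SD, set per campaign, cut at about 8.5% in these data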;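 note: 0% = DMSO-only wells as the low control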
Target sequence (P78536 215-824 limits assumed): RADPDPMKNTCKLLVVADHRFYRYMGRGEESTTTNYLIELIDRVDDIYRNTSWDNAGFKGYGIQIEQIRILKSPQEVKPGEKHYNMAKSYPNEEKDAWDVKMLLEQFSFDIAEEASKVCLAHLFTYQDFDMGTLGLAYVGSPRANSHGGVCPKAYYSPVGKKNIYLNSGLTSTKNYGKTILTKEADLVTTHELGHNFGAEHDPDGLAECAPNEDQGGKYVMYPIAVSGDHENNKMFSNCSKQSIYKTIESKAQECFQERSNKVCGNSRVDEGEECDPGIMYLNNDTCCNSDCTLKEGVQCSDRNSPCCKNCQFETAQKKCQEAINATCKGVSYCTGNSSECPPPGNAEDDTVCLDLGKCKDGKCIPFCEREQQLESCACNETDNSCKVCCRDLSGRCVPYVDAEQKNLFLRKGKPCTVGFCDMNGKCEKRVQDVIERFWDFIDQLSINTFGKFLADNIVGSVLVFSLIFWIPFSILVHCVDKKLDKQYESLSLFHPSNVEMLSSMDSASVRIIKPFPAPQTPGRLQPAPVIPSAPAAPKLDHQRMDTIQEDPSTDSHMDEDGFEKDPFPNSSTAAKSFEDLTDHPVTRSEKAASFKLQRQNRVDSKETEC
ASAP1 GAP inh: ASAP1 ArfGAP inhibition | inhibition, % at 16.5 µM | Q9ULH1 | ASAP1-stimulated ARF1 GTP hydrolysis, GDP FP detection | 360,000 tested, 0.19% active; in the data active = inhibition above about 25%;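 note: 0% = vehicle with enzyme and substrate and 100% = no enzyme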
PLC-beta3 inh: blocks human PLC-beta3 enzyme activity. Purified PLC-beta3, fluorogenic substrate, fluorescence. inhibition, % at 12.2 µM. 370,000 tested, 0.18% active. AID 720704; in the data active = inhibition above about 11%;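 note: 0% = median of compound wells on plate and 100% = full blocker control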
PLC-gamma1 inh: inhibitors of human phospholipase C gamma1 | P19174 | purified PLC-gamma1, fluorogenic substrate, fluorescence | inhibition, % at 12.2 µM | 370,000 tested, 0.84% active | AID 720700; in the data active = inhibition above about 9.5%
KLK7 zymogen act: activates the human kallikrein-7 zymogen | purified proKLK7, EDANS-DABCYL substrate fluorescence; 100% is mature enzyme control, 0% vehicle | P49862 | activation, % at 7 µM | 370,000 tested, 0.9% active;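 active = activation above the mean of all tested compounds plus 3 SD, computed per campaign excluding outliers beyond control limits, cut at about 13% in these data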
Target sequence (P49862 whole entry, looked up): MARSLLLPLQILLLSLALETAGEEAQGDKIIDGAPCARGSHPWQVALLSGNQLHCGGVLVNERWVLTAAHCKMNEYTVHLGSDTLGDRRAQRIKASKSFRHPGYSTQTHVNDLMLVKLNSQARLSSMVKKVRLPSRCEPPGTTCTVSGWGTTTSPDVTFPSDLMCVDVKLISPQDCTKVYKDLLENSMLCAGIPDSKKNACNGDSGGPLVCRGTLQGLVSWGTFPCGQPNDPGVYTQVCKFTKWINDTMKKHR
MBD2 inh: blocks human MBD2 binding to methylated DNA; TR-FRET, MBD2 binding to methylated oligonucleotide; inhibition, % at 4.4 µM; 370,000 tested, 0.31% active; AID 686964; in the data active = inhibition above about 13%
The depositor's hits bear a star; x = no result given.

no.	compound	DDE Tn6 FP inh	ASAP1 GAP inh	UHRF1 MBD2 ctr	KLK7 zymogen act	MBD2 inh
1	CCOC(=O)C1=C(C)NC(=S)NC1c1ccc(OCC(=O)N2CCCCCC2)cc1 (configuration not stated)	-4	-5	1	-0.4	-4
2	CCC(c1nnnn1C(C)C)N1CCN(C2CCCC2)CC1 (configuration not stated)	5	3	1	-0.1	-8
3	O=C(Nc1cccnc1)c1ccc(COc2ccccc2Cl)o1	-4	-8	0	0.3	0
4	CCOc1ccc(C(=O)NCc2ccco2)cc1OCC	-6	-8	6	-1.1	6
5	Nc1nnc(SCC(=O)OCc2ccccc2)s1	-5	-4	1	-0.4	1
6	CCc1nc(OCC(=O)c2ccccc2)c(C#N)c2c1COC(C)(C)C2	-1	9	1	-0.2	2
7	COc1ccc(C(=O)NNC(=O)c2ccc3ccccc3c2O)cc1	8	6	0	0.2	-1
8	COc1ccc(CCNC(=O)CCNC(=O)c2ccc(Br)cc2)cc1OC	2	7	-1	0.2	0
9	Cc1ccc(-c2nnc(SCC(N)=O)nc2-c2ccc(C)cc2)cc1	-7	21	-3	-0.1	-2
10	COc1ccc2c(c1)CCO[C@]21O[C@H](CCO)C[C@H](O)[C@H]1O	-3	-5	0	-0.4	7
11	CCC(NC(=S)NCc1ccc(F)cc1)c1ccccc1 (configuration not stated)	-3	-5	1	-0.4	2
12	Cc1ccc(NS(=O)(=O)c2cccc(C(=O)O)c2)cc1S(=O)(=O)N1CCOCC1	9	7	0	-0.3	-8
13	CCCCC(CC)CO (configuration not stated)	4	-8	-2	-0.1	-3
14	Cc1cc(C)cc(CC(=O)N2CCC2(C)C(=O)NS(=O)(=O)c2cc(C)ccc2F)c1 (configuration not stated)	-3	-2	0	0.4	2
15	COC(=O)C1=C(C)N(Cc2ccco2)C(=O)/C1=C\c1ccc(N(C)C)cc1	-2	2	-1	-0.3	-1

no.	PLC-gamma1 inh	PLC-beta3 inh	ARFGAP1 inh	ADAM17 inh	DDE Tn7 FP inh
1	0	-4	-6	-1	4
2	-2	2	7	1	3
3	1	-1	7	0	0
4	4	-5	5	-5	5
5	1	-1	6	-4	-1
6	1	0	-4	-8	2
7	-7	-17	-2	-8	3
8	2	-1	-2	6	1
9	1	-4	-5	2	-5
10	-1	2	-4	-4	-3
11	2	-8	-4	0	-7
12	2	3	3	0	9
13	4	5	3	-1	-3
14	-1	-11	3	-5	5
15	-2	-1	5	-2	0

Whole records from above. Values in the order: DDE Tn6 FP inh | ASAP1 GAP inh | UHRF1 MBD2 ctr | KLK7 zymogen act | MBD2 inh | PLC-gamma1 inh | PLC-beta3 inh | ARFGAP1 inh | ADAM17 inh | DDE Tn7 FP inh
CCCCC(CC)CO (configuration not stated) is entered as 4 | -8 | -2 | -0.1 | -3 | 4 | 5 | 3 | -1 | -3
Cc1ccc(-c2nnc(SCC(N)=O)nc2-c2ccc(C)cc2)cc1 is entered as -7 | 21 | -3 | -0.1 | -2 | 1 | -4 | -5 | 2 | -5

Next part:
no.	compound	DDE Tn6 FP inh	ASAP1 GAP inh	UHRF1 MBD2 ctr	KLK7 zymogen act	MBD2 inh
16	Cc1occc(=O)c1OCc1c(Cl)cccc1Cl	2	-7	-1	-0.1	-2
17	CN(CC(=O)NCC1CCCCC1)S(=O)(=O)c1ccc(F)cc1	3	13	-2	-0.4	2
18	CC1=NN(S(=O)(=O)c2ccc(F)cc2)C(=O)c2ccccc2O1	4	2	2	-0.3	-1
19	Cc1c(C(=O)N/N=C/c2ccccc2Cl)[nH][nH]c1=O	8	x	-1	-0.2	-5
20	COc1ccc(NC(=O)N2CCCC2)cc1OC	-2	0	4	2.3	0
21	CCN(C(=O)c1nn(-c2ccc(OC)cc2)c(=O)c2c1c1ccccc1n2C)c1ccc(OC)cc1	5	-6	22*	0.0	7
22	COc1ccc(C(C)=O)c(OCC(=O)NCCC2=CCCCC2)c1	6	4	2	-0.2	-1
23	O=C(c1ccccc1)N1CCN(C2C3CC4CC(C3)CC2C4)CC1 (configuration not stated)	3	-2	1	0.1	-1
24	O=C(CCN1c2ccccc2Sc2ccccc21)OCC(=O)N1CCN(C(=O)c2ccco2)CC1	2	-2	1	0.5	-2
25	NC(=O)c1ccc(NC(=O)COC(=O)C2COc3ccccc3O2)cc1 (configuration not stated)	-4	-2	-2	0.2	0
26	CC1(Oc2cccc(F)c2)CCN(Cc2ccccc2OC(F)F)C1 (configuration not stated)	8	0	-1	0.3	4
27	CNS(=O)(=O)c1ccc(C(=O)NCC(=O)NC(C)c2cccs2)cc1 (configuration not stated)	-1	-8	-2	-0.2	-6
28	COc1cc(NC(=O)c2ccc(F)cc2)ccc1NC(=O)c1cc2ccccc2o1	0	7	2	-1.1	4
29	Cc1c(C(=O)N2CCOCC2)c(S(=O)(=O)Nc2ccc(F)cc2)c(C)n1C	3	-9	0	-0.3	2
30	O=C(Nc1cccc(NC(=O)c2ccc(Cl)cc2)n1)c1ccc(Cl)cc1	0	2	15	-0.2	2

no.	PLC-gamma1 inh	PLC-beta3 inh	ARFGAP1 inh	ADAM17 inh	DDE Tn7 FP inh
16	2	-2	-1	-2	7
17	1	-2	4	1	2
18	-2	-2	-4	-5	6
19	-1	1	x	1	1
20	-1	2	12	-4	-1
21	3	-1	-4	2	4
22	2	6	11	1	-2
23	3	5	10	0	0
24	7	2	-5	4	-5
25	-2	2	-6	-5	7
26	2	2	9	1	-4
27	1	-8	-3	1	4
28	-5	-3	-8	-5	-6
29	3	-4	-9	-1	8
30	-1	-7	12	1	2

Continued.
no.	compound	DDE Tn6 FP inh	ASAP1 GAP inh	UHRF1 MBD2 ctr	KLK7 zymogen act	MBD2 inh
31	COc1ccc(-c2[nH]ncc2CNC(C)c2cn(C)nc2C)c(F)c1 (configuration not stated)	-3	0	4	-0.6	0
32	CC1CCCC(NC(=O)NC(=O)CCl)C1C (configuration not stated)	4	-11	12	0.1	3
33	Cc1nn(Cc2ccccc2)c(Cl)c1/C=N/NC(=O)c1cccnc1	8	0	4	0.9	-2
34	Cc1ccc(S(=O)(=O)NCCC(=O)OCC(=O)Nc2cccc(Cl)c2)cc1	-1	-3	0	0.4	-2
35	CSC1=N/C(=C/c2ccc(-n3cncn3)cc2)C(=O)N1	5	3	3	-4.1	0
36	Cc1cc2c(cc1C)NC(c1nc3ccccc3[nH]1)C1=C(CC(C)(C)CC1=O)N2 (configuration not stated)	8	-2	3	-0.2	1
37	CC1CCC2(CC1)NC(=O)N(CC(=O)NCCc1c[nH]c3ccccc13)C2=O (configuration not stated)	-5	-3	2	-0.1	3
38	O=C(CN1CCN(c2ccc(F)cc2)CC1)N1CCOCC1	3	0	-2	-0.3	1
39	COc1ccc(-c2cc(-c3ccccc3O)[nH]n2)cc1OC	-18	19	0	-0.3	-4
40	CCC[C@H]1[C@@H](NCc2cccs2)CC[C@@]23CCCN2C(=O)CCC[C@@H]13	-2	x	-1	x	-5
41	CCC(CO)Oc1cc(NCc2cccc(C(F)(F)F)c2)c2ncn(C(C)C)c2c1 (configuration not stated)	8	2	-3	1.3	-4
42	CCCCCCCCN1C(=O)[C@@H](CC(=O)NCc2cccs2)C[C@@]2(C(=O)OC)C1=C[C@H](COCc1ccccc1)O[C@@H]2C	-4	x	0	0.6	-5
43	CC1(C)CC2(CCO1)C(Nc1ccccc1)=NC(=S)N2CC(N)=O (configuration not stated)	-5	-7	-2	0.2	-1
44	C=CCCC1CN(Cc2ccc(OC)cc2)S(=O)(=O)c2c(cccc2N2CCCCC2)O1 (configuration not stated)	3	19	-1	0.4	6
45	Cc1ccc(NC(=O)CN2CCCC2)cc1	-4	-4	5	0.3	-3

no.	PLC-gamma1 inh	PLC-beta3 inh	ARFGAP1 inh	ADAM17 inh	DDE Tn7 FP inh
31	0	1	2	0	-4
32	-1	1	5	-2	4
33	6	-1	11	0	5
34	1	-5	18	1	-1
35	-12	-17	8	-3	-6
36	-5	-5	-12	-1	1
37	-1	-6	-11	-1	7
38	2	1	9	-3	-2
39	0	2	14	7	2
40	3	2	x	1	0
41	-31	-52	-1	-1	3
42	1	-6	x	1	2
43	5	-4	-1	-1	-1
44	1	-1	6	-1	2
45	5	5	14	4	-3

Remaining list, next part.
no.	compound	DDE Tn6 FP inh	ASAP1 GAP inh	UHRF1 MBD2 ctr	KLK7 zymogen act	MBD2 inh
46	COc1ccc(N(CC(=O)Nc2cccc(C(C)=O)c2)S(=O)(=O)c2ccc(NC(C)=O)cc2)cc1	-4	-4	-2	-0.3	3
47	Cn1cnc(CCNC(=O)C[C@H]2CC[C@@H]3[C@H](COC[C@H](O)CN3C(=O)C3CCCC3)O2)c1	3	8	0	0.3	-5
48	CCOC(=O)c1c(S(=O)(=O)NCc2ccc(OC)cc2)c(C)n(C)c1C	0	-7	-2	0.3	0
49	O=C(O)c1ccc(SCc2ccccc2)nc1	-3	-6	2	0.4	2
50	O=C(CSc1ncn(-c2ccccc2)n1)Nc1nccs1	1	-1	0	0.1	3

no.	PLC-gamma1 inh	PLC-beta3 inh	ARFGAP1 inh	ADAM17 inh	DDE Tn7 FP inh
46	1	-9	5	0	6
47	-2	0	9	-4	3
48	3	-1	5	-3	1
49	1	-6	0	-2	1
50	1	0	3	-2	0

Structural class: the entries above containing a COOH group
no.	compound	DDE Tn6 FP inh	ASAP1 GAP inh	UHRF1 MBD2 ctr	KLK7 zymogen act	MBD2 inh
12	Cc1ccc(NS(=O)(=O)c2cccc(C(=O)O)c2)cc1S(=O)(=O)N1CCOCC1	9	7	0	-0.3	-8
49	O=C(O)c1ccc(SCc2ccccc2)nc1	-3	-6	2	0.4	2

no.	PLC-gamma1 inh	PLC-beta3 inh	ARFGAP1 inh	ADAM17 inh	DDE Tn7 FP inh
12	2	3	3	0	9
49	1	-6	0	-2	1
